HepG2 viability: kills HepG2 cells in TGF-b inhibitor counter-screen | HepG2 CAGA-GFP viability, ATP luminescence, 18 h | Potency, µM (doses to about 46.1 µM), inactives show at the top dose activity change, negative = cytotoxicity, most hits filed as cytotoxic | 410,000 compounds, 0.76% hits; further: some results filed as inactive show a strong effect at the top dose
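HepG2 CAGA-GFP cells (1000/well, DMEM with 1% FBS) received compound, then TGF-beta at 500 pg/mL final, and were incubated 18 hours at 37 degrees C. Viability was read by CellTiter-Glo luminescence. Media-only wells were set as complete cell-killing and DMSO as no toxicity.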
Nrf2 inh: inhibitors of Nrf2 signaling. A549 ARE-Fluc reporter, luciferase luminescence, 18-24 h. 360,000 compounds, 2.1% hits. Potency, µM (highest dose often 46 µM), inactives show top-dose activity change, negative = inhibition, most hits filed as inhibitors; further: on the % scale 0 is the no-effect control and ±100 the full control effect; nearly all actives have a fitted effect of over 60% in size
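Quantitative HTS in A549 cells stably bearing an antioxidant response element-firefly luciferase construct. Inhibition of Nrf2-driven transcription was scored by luminescence after 18-24 h of compound exposure at 37 °C.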
MCF10A rerep: inducers of DNA re-replication in MCF 10A breast cells | MCF 10A DNA re-replication, Hoechst nuclear intensity, 48 h | Potency, µM (doses to about 46.1 µM), for inactives: at the highest dose activity, positive = re-replication, usual class: activators | 350,000 compounds, 2.9% hits; further: % of control where 0% means no effect; nearly all actives have a fitted effect of over 50% in size
EPAC2 antag: EPAC2 (human) antagonism; EPAC2 GEF exchange of Rap1B-BODIPY-GDP, fluorescence; Potency, µM (top dose mostly 114 µM), inactives show at the highest dose activity, negative = inhibition, hits mostly inhibitors; 360,000 compounds, 0.18% hits; AID 720708; further: on the % scale 0 is the no-effect control and ±100 the full control effect; nearly all actives have a fitted effect of over 45% in size; many of its hits are not listed in these tables
Target sequence (Q8WZA2 whole entry, looked up): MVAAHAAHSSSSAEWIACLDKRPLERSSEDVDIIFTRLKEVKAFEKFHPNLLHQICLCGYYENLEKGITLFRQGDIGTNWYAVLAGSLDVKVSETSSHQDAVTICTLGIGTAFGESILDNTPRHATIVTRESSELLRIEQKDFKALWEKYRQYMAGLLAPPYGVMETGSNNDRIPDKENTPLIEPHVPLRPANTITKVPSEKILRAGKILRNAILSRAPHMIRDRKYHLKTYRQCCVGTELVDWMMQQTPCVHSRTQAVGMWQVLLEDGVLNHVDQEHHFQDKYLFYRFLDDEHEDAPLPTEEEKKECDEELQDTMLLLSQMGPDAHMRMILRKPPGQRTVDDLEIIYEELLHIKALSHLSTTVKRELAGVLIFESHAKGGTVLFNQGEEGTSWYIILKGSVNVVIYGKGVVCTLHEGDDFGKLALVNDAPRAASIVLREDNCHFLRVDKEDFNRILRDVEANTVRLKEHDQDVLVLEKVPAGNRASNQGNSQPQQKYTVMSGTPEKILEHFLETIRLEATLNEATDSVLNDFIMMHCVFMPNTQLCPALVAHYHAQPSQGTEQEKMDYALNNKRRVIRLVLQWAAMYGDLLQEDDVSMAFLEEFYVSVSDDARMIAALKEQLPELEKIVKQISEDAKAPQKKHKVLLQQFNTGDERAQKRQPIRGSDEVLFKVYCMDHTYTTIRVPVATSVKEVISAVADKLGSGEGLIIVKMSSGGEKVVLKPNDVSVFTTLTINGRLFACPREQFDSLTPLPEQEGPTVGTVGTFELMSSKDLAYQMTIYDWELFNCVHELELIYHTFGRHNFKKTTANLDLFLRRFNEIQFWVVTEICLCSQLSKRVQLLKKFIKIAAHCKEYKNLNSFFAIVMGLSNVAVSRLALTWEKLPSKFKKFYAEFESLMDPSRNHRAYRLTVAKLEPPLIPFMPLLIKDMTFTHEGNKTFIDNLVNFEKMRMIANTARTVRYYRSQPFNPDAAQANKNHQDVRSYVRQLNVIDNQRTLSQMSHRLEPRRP
A549 viability: kills or reduces viability of A549 cells in Nrf2 counter-screen; Potency, µM (highest dose often 46 µM), inactives show at the top dose activity change, negative = cytotoxicity, hits mostly inhibitors; A549 ARE-Fluc cells, CellTiter-Fluor viability, 18-24 h; 390,000 compounds, 0.16% hits; further: on the % scale 0 is the no-effect control and ±100 the full control effect
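A549 ARE_Fluc cells in 5% FBS OPTI-MEM were exposed to compounds in concentration-response for 18-24 h at 37 deg C. Viability was read by CellTiter-Fluor fluorescence (Ex 405/Em 525) after 30 min, before the luciferase read.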
ATXN2 expr inh: inhibitors of ATXN2 expression; 360,000 compounds, 0.72% hits; HEK-293 ATXN2-luciferase reporter, luminescence, 24 h; Potency, µM (series often up to 57 µM), inactives show top-dose activity change, negative = inhibition, actives largely listed as inhibitors; further: on the % scale 0 is the no-effect control and ±100 the full control effect; nearly all actives have a fitted effect of over 55% in size
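ATXN2-luciferase reporter cells (luciferase flanked by upstream and downstream ATXN2 gene portions) were treated 24 h at 37 °C with compounds at up to 57 uM. SteadyGlo luminescence gave expression; GF-AFC fluorescence gave viability.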
ATXN viability: cell viability loss in ATXN counter-screen. S2 cells (HEK-293 line with an ATXN2-luciferase reporter) viability, CellTiter-Fluor protease fluorescence, 24 h. Potency, µM (series often up to 56.7 µM), most hits filed as cytotoxic. AID 651635. 400,000 compounds, 0.49% hits; further: nearly all actives have a fitted effect of over 40% in size
TGFb SMAD3 inh: TGF-b pathway inhibition | HepG2 CAGA-GFP TGF-b/SMAD3 reporter, GFP fluorescence, 18 h; TGF-beta stimulated, 500 pg/mL final | Potency, µM (highest dose often 46.1 µM), for the others: at the top dose activity, negative = inhibition, usual class: inhibitors | 410,000 compounds, 1.2% hits | AID 588855; further: on the % scale 0 is the no-effect control and ±100 the full control effect; nearly all actives have a fitted effect of over 65% in size
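Cell-based qHTS in HEPG2 carrying a CAGA-GFP Smad reporter; compounds added before 500 pg/mL final TGF-beta, 18 h incubation at 37 degrees C, GFP fluorescence quantified per cell by imaging cytometry.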
Nrf2 ARE act: activators of Nrf2 (ARE) signaling; AREc32 ARE-luciferase reporter (MCF7-derived line), luminescence, 24 h; Potency, µM (highest dose often 46.1 µM), inactives show top-dose activation, usual class: activators; 410,000 compounds, 0.31% hits; further: % of control where 0% means no effect; nearly all actives have a fitted effect of over 65% in size
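AREc32 cells carrying an ARE-driven firefly luciferase, 1000 cells/well in OPTI-MEM with 5% FBS, dosed after overnight attachment and incubated 24 hr at 37 deg C. Steady-Glo luminescence read after 30 min at RT.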
The depositor's hits bear a star; i = inactive; ? = inconclusive; nt = no result given; & = joins results of further samples; [ ] = dose if it differs, or a comment. The call rests on the fitted dose curve; in most records, active means well fitted curve in the direction sought with a large enough effect; inconclusive means small, poorly fitted or top-dose-only effect, or another doubt; inactive means no such curve, though single readings can be large; an effect the other way counts as inactive or inconclusive. Potency means the concentration at half of the fitted maximal effect. This is a subset; rates above refer to the full screens.

1. CCc1nc2nc(C)cc(Nc3cccc(C(F)(F)F)c3)n2n1
2. CCc1ccc(-c2nnn(CCC#N)n2)cc1
3. O=C(CN1C(=O)NC2(CCOc3ccccc32)C1=O)Nc1cccc(Cl)c1 (configuration not stated)
4. CCOC(=O)C1CCN(C(=O)c2cc(CN3C(=O)c4ccccc4C3=O)ccc2OCC)CC1
5. Cc1ccc(C(=O)Nc2ccccc2C(=O)NCc2cccnc2)cc1
6. Cc1ccc(Cl)cc1N1CCN(C(=O)Cn2nc(C)c3sc4ccccc4c3c2=O)CC1
7. O=C(Cc1ccccc1)N1CCc2[nH]nc(-c3ccccc3)c2C1
8. Cc1ccc(S(=O)(=O)Nc2ccc(Nc3ccccc3)cc2)cc1
Compound	1	2	3	4	5	6	7	8
HepG2 viability	-26%	-22%	-18%	-10%	-3%	-1%	-5%	-30%
Nrf2 inh	-15%	?	4%	6%	6%	?	-9%	23%
MCF10A rerep	-2%	1%	29%	-25%	15%	nt	1%	-13%
EPAC2 antag	-1%	-12%	-13%	-8%	-4%	nt	-10%	0%
A549 viability	1%	-11%	19%	1%	1%	2%	-8%	4%
ATXN2 expr inh	-3%	34%	nt	-12%	4%	7%	-7%	5%
ATXN viability	i	i	i	i	i	i	i	i
TGFb SMAD3 inh	2%	-3%	-12%	1%	-4%	-10%	-16%	?
Nrf2 ARE act	2.8%	1.5%	0.4%	-0.7%	2.1%	-0.1%	-0.8%	-1.7%[9.22 µM]

9. Cc1ccccc1OCCCCn1cnc2ccccc21
10. COc1cccc(CNC(=O)CCNC(=O)N2CC(=O)Nc3ccccc32)c1
11. CCNc1cc(N2CCN(C3CCCCC3)CC2)c2noc3c2c1C(=O)c1ccccc1-3
12. C=CCC1CCCCC1=C(C#N)c1ccccc1 (configuration not stated)
13. Cc1nn(C)c2c1c(C(F)(F)F)cc(=O)n2CC(=O)NC(C)(C)C
14. O=C(Nc1cccc2c1CCCC2)c1ccccc1F
15. O=C(NCC(=O)N(c1ccc2c(c1)OCO2)C(C(=O)NC1CCCC1)c1cccs1)c1ccco1 (configuration not stated)
16. COc1ccc(CCNC(=O)C2CCN(C(=O)c3ccccc3C)CC2)cc1
Compound	9	10	11	12	13	14	15	16
HepG2 viability	-18%	12%	-17%	-35%	-1%	1%	-1%	-2%
Nrf2 inh	6.5µM*	nt	10%	nt	16%	?	6%	-13%
MCF10A rerep	?	nt	nt	nt	nt	0%	12%	8%
EPAC2 antag	-6%	7%	nt	?	nt	12%	0%	8%
A549 viability	-2%	nt	-1%	nt	4%	?	-5%	-3%
ATXN2 expr inh	-2%	nt	nt	nt	-9%	12%	2%	-32%
ATXN viability	i	i	nt	i	i	i	?	?
TGFb SMAD3 inh	0%	0%	1%	-17%	-2%	-32%	-11%	3%
Nrf2 ARE act	2.4%	4.7%	-1.1%	-0.8%	4.5%	6.6%	-0.4%	0.3%

17. COc1ccc(OC)c(NC(=O)c2ccc(S(=O)(=O)N3CCOCC3)cc2)c1
18. COC(=O)C(C#N)C(c1cccnc1)c1c(C)[nH][nH]c1=O (configuration not stated)
19. c1ccc(N2CCN(c3nc4cc5c(cc4s3)OCO5)CC2)cc1
20. CC(=O)NC1=NN(C(C)=O)C(c2ccccc2)S1 (configuration not stated)
21. O=C(/C=C/c1ccc(F)cc1)c1ccc(N2CCOCC2)cc1
22. CC(C)(C)NC(=O)c1cc(C(C)(C)C)c(O)c(C(C)(C)C)c1
23. CCC(C)NC(=O)CSc1nc2cc3c(cc2c(=O)n1CCCC(=O)NCCc1ccc(OC)c(OC)c1)OCO3 (configuration not stated)
24. O=C(OCc1ccccc1)C1=NNC2C(=O)N(c3ccccc3)C(=O)C12 (configuration not stated)
Compound	17	18	19	20	21	22	23	24
HepG2 viability	-20%	-15%	-15%	38%	-15%	-2%	-27%	10%
Nrf2 inh	?	6%	13%&-4%	2%	-4%	1%	nt	12%
MCF10A rerep	-2%	1%	2%	?	?	3%	nt	2%
EPAC2 antag	-4%	9%	8%	-3%	4%	-6%	nt	16%
A549 viability	2%	-4%	1%&3%	10%	1%	5%	3%	-2%
ATXN2 expr inh	-18%	-1%	15%	29%	16%	-4%	nt	13%
ATXN viability	i	i	?	i	i	i	nt	i
TGFb SMAD3 inh	-5%	0%	0%	0%	4%	5%	1%	3%
Nrf2 ARE act	-0.5%	0.4%	3.0%	6.0%	2.8%	0.6%	0.3%	0.3%

25. COc1ccc(N=c2sc3ccccc3n2C)cc1
26. O=C(NCc1cccnc1)Nc1ccc(Cl)cc1
27. Cc1ccc(NC(=O)CSCc2ccco2)cc1
28. COc1ccc(/C=C/C(=O)OCC(=O)NC(C)CCc2ccccc2)cc1OC (configuration not stated)
29. O=C(N/C(=C\c1cccs1)C(=O)N1CCOCC1)c1cccs1
30. CN(CCCC(=O)O)c1ccc(N=Nc2ccc([N+](=O)[O-])cc2)cc1
31. O=C1C(=O)N(Cc2cccnc2)C(c2ccccn2)/C1=C(/O)c1ccccc1 (configuration not stated)
32. COc1ccc(C(=O)On2c(-c3ccc(Br)cc3)nc3ccccc3c2=O)cc1
Compound	25	26	27	28	29	30	31	32
HepG2 viability	-12%	4%	-1%	-5%	-2%	-27%	15%	-18%
Nrf2 inh	?	-4%	?	-14%	-9%	16%	-7%	?
MCF10A rerep	-2%	-1%	-5%	11%	-22%	-8%	3%	9.2µM*
EPAC2 antag	4%	-1%	-16%	-22%	5%	?	13%	?
A549 viability	0%	7%	0%	1%	1%	?	-8%	-26%
ATXN2 expr inh	76%[activator]	13%	19%	7%	4%	nt	-4%	?
ATXN viability	i	i	i	i	i	14µM*	i	?
TGFb SMAD3 inh	0%	-9%	-4%	0%	2%	-3%	-15%	13µM*
Nrf2 ARE act	4.2%	0.7%	5.8%	-0.1%	-0.1%	1.6%	-0.7%	-0.2%

Not a retest: an excerpt of the list.
23. CCC(C)NC(=O)CSc1nc2cc3c(cc2c(=O)n1CCCC(=O)NCCc1ccc(OC)c(OC)c1)OCO3 (configuration not stated)
24. O=C(OCc1ccccc1)C1=NNC2C(=O)N(c3ccccc3)C(=O)C12 (configuration not stated)
25. COc1ccc(N=c2sc3ccccc3n2C)cc1
26. O=C(NCc1cccnc1)Nc1ccc(Cl)cc1
27. Cc1ccc(NC(=O)CSCc2ccco2)cc1
28. COc1ccc(/C=C/C(=O)OCC(=O)NC(C)CCc2ccccc2)cc1OC (configuration not stated)
29. O=C(N/C(=C\c1cccs1)C(=O)N1CCOCC1)c1cccs1
30. CN(CCCC(=O)O)c1ccc(N=Nc2ccc([N+](=O)[O-])cc2)cc1
31. O=C1C(=O)N(Cc2cccnc2)C(c2ccccn2)/C1=C(/O)c1ccccc1 (configuration not stated)
32. COc1ccc(C(=O)On2c(-c3ccc(Br)cc3)nc3ccccc3c2=O)cc1
Compound	23	24	25	26	27	28	29	30	31	32
HepG2 viability	-27%	10%	-12%	4%	-1%	-5%	-2%	-27%	15%	-18%
Nrf2 inh	nt	12%	?	-4%	?	-14%	-9%	16%	-7%	?
MCF10A rerep	nt	2%	-2%	-1%	-5%	11%	-22%	-8%	3%	9.2µM*
EPAC2 antag	nt	16%	4%	-1%	-16%	-22%	5%	?	13%	?
A549 viability	3%	-2%	0%	7%	0%	1%	1%	?	-8%	-26%
ATXN2 expr inh	nt	13%	76%[activator]	13%	19%	7%	4%	nt	-4%	?
ATXN viability	nt	i	i	i	i	i	i	14µM*	i	?
TGFb SMAD3 inh	1%	3%	0%	-9%	-4%	0%	2%	-3%	-15%	13µM*
Nrf2 ARE act	0.3%	0.3%	4.2%	0.7%	5.8%	-0.1%	-0.1%	1.6%	-0.7%	-0.2%

The list goes on.
33. Nc1ccc(SCc2cccnc2)cc1
34. CCCCC(=O)Nc1ccc(NC(=O)C2CC2)cn1
35. CC1CCN(C(=O)CN2CC(C)Sc3ccccc32)CC1 (configuration not stated)
36. COc1cc(/C=C/C(=O)c2ccc3c(c2)OCCO3)cc(Br)c1OCC(=O)N(C)C
37. CCc1c(C)c2ccc(OCC(=O)OC(C)C)c(C)c2oc1=O
38. CC(C)Oc1ccccc1/C=N/NC(=O)c1ccccc1Cl
39. O=C(Cc1ccccc1)NCC(=O)OCC(=O)c1ccc(F)cc1
40. CCn1c(SCC(=O)N2CCCCCC2)nc2ccccc2c1=O
41. O=C(OCc1cc(=O)n2nc(C3CC3)sc2n1)c1ccc(NC(=O)c2ccccc2Cl)cc1
42. CC(C)(C)C(=O)Nc1nc2c(s1)CN(Cc1ccccc1)CC2
Compound	33	34	35	36	37	38	39	40	41	42
HepG2 viability	12%	0%	5%	-175%	0%	-42%	-1%	-3%	3%	-33%
Nrf2 inh	0%	8%	nt	21µM*	11%	5%	-2%	2%	nt	?
MCF10A rerep	0%	2%	nt	?	11%	-7%	-1%	?	nt	5%
EPAC2 antag	5%	2%	nt	-3%	2%	-13%	-3%	-5%	nt	-10%
A549 viability	3%	-7%	0%	?	0%	7%	0%	7%	-17%	6%
ATXN2 expr inh	19%	12%	14%	20µM*	26%	0%	7%	-27%	136%[activator]	16%
ATXN viability	i	?	?	28µM*	i	i	i	i	i	nt
TGFb SMAD3 inh	7%	9%	1%	4µM*	6%	-1%	8%	-19%	12%	11%
Nrf2 ARE act	0.0%	0.0%	3.6%	?	0.3%	2.7%	0.2%	3.4%	1.9%	4.6%

Source: PubChem BioAssay
